Screening results from PubChem.
CHT inh = inhibits the human high affinity choline transporter; Q9GZV3; CHT-expressing cells, membrane potential dye, choline response; stronger effect = lower value; B-score at 10 µM; 310,000 tested, 0.86% active;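 active = B-score over 3 SD under the library average, and starting fluorescence ratio not unusually high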;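 also: choline stimulus applied at its EC90 after an EC20 pre-addition; B-score computed on integrated fluorescence ratio after choline addition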
Target sequence (Q9GZV3 whole entry, looked up): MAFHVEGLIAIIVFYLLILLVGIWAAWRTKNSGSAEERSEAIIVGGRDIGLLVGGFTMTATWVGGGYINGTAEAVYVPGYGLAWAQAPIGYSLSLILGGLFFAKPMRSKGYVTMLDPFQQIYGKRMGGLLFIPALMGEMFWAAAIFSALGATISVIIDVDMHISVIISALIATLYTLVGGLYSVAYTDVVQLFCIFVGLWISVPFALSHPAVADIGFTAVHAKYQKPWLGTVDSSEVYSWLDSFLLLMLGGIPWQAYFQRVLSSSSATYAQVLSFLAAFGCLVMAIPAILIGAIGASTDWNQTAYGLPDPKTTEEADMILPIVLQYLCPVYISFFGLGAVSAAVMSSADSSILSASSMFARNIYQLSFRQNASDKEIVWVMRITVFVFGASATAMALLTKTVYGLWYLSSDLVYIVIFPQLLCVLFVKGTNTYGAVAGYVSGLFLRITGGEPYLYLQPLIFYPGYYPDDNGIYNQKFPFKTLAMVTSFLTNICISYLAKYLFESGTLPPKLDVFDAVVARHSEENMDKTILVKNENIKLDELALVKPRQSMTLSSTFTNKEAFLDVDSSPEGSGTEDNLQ
CHT allo act = allosterically activates the human high affinity choline transporter; Q9GZV3; CHT-expressing cells, membrane potential dye, choline EC20; stronger effect = higher value; LV-AA mutant CHT in HEK293 cells; B-score at 10 µM; 310,000 tested, 0.49% active; AID 488977;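 active = initial fluorescence not abnormally high and integrated response B-score, plate-corrected, over 3 SD above library mean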
STK33 inh = human STK33 kinase inhibition; purified STK33, MBP phosphorylation, ADP-Glo luminescence; 320,000 tested, 0.073% active; Q9BYT3; inhibition, % at 10 µM; AID 2661;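 active = inhibition at or above 25%, using the most active replicate where run in duplicate; inactive = inhibition below 25%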
Target sequence (Q9BYT3 whole entry, looked up): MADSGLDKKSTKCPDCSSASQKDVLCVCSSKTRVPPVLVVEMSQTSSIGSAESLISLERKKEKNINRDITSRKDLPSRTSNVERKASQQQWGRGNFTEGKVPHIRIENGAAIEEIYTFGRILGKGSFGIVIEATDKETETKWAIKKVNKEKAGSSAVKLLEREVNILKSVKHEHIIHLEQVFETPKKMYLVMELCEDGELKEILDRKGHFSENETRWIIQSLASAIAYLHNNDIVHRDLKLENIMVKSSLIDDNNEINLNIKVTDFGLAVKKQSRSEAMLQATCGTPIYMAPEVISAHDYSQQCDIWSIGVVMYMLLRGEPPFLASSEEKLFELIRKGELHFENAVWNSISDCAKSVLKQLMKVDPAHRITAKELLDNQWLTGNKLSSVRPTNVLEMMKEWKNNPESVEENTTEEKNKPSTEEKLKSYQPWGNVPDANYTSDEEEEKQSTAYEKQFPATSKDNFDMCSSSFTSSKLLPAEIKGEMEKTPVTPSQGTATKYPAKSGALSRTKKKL
* = called active by the depositor; i = inactive; · = no result given. The order is random. About 1.5% of those tested had a hit in this group.

Order of values: CHT inh | CHT allo act | STK33 inh
COc1ccccc1NC(=O)Cc1cccc2ccccc12
→ i | i | -1.3
CCOc1ccc(-c2cc(C(=O)N/N=C/c3ccc(O)cc3)c3ccccc3n2)cc1
→ i | i | -1.0
O=C1CCc2cc(S(=O)(=O)N3CCN(Cc4ccc5c(c4)OCO5)CC3)ccc2N1
→ i | i | -0.3
Cc1cccc(N2CCN(C(=O)c3cc(S(=O)(=O)N4CCCC4)cn3C)CC2)c1C
→ i | i | 0.2
CC(C)CCN1CCNC(=O)C1CC(=O)Nc1ccc(F)cc1 (stereo not given)
→ i | i | -1.0
O=C(c1ccco1)N(CCC(c1ccccc1)c1ccco1)Cc1ccccc1 (stereo not given)
→ i | 6.41* | -0.4
C=CCNC(=S)NNC(=O)c1cccn(Cc2ccc(Cl)c(Cl)c2)c1=O
→ i | i | -0.9
COc1ccc(C(=O)NC(C)c2ccccc2)cc1Br (stereo not given)
→ i | i | 0.6
COc1cc(O)sc1C=Nc1ccc(Cl)cc1
→ i | i | -1.6
O=C(NC1CCN(S(=O)(=O)c2cccc(F)c2)CC1)c1cccc(F)c1
→ i | i | -0.3
COc1cc(CC(=O)NCc2ccccn2)cc(OC)c1OC
→ i | i | ·
CN(Cc1ccccc1)C(=O)CNC(=O)Cn1cnc2ccccc2c1=O
→ i | i | -4.9
CC(OC(=O)CCCCCN=C1NS(=O)(=O)c2ccccc21)C(=O)Nc1cc(Cl)cc(Cl)c1 (stereo not given)
→ i | i | -0.7
O=C(NCc1ccc2c(c1)OCO2)NC12CC3CC(CC(C3)C1)C2
→ i | i | 0.4
COc1ccc2nc(NC(=O)c3cccs3)sc2c1
→ i | i | 0.9
CCOC(=O)C1CCN(C(=O)c2ccc(Cl)c(Cl)c2)CC1
→ i | i | 0.5
CCN(CC)CCNC(=O)/C(=C/c1cn(CC)c2ccccc12)NC(=O)c1cc(OC)c(OC)c(OC)c1
→ i | i | -0.3
COc1ccc(N2CCN(CCNC(=O)CCN3C(=O)COc4ccccc43)CC2)cc1
→ i | i | -2.1
COCCNC(=O)/C(C#N)=C/c1cc(C(C)C)c(OC)cc1C
→ i | i | 0.8
C=CCN1C(=O)/C(=C\c2cccs2)C(C(=O)OC)=C1C
→ i | i | -0.6
CC(=O)c1ccc(NC(=O)C2CCC(C)(C(=O)O)C2(C)C)cc1 (stereo not given)
→ i | i | -5.1
O=C(CCN1CCN(Cc2ccccc2)CC1)NNC(=O)Nc1cccc([N+](=O)[O-])c1
→ i | i | 0.1
Cc1ccc(C)c(C(=O)COC(=O)C2CCN(c3ccc(C(F)(F)F)cn3)CC2)c1
→ i | i | -1.4
COc1ccc(S(=O)(=O)N(Cc2ccccc2)Cc2nc3ccccc3c(=O)[nH]2)cc1
→ i | i | -0.1
CCc1nn2c(=O)cc(CSCC(=O)Nc3ccccc3F)nc2s1
→ i | i | ·
CCCCn1c(O)c(N=NC(=O)c2ccco2)c2ccccc21
→ i | i | 0.3
CCOc1ccc(OCCSc2nnnn2-c2ccccc2)cc1
→ i | i | -2.1
Cc1ccc(-n2ccc(-c3nn(-c4ccccc4)ccc3=O)n2)cc1
→ i | i | -0.5
CC(=O)Nc1ccc(S(=O)(=O)Oc2ccc(/C=N/N=C3/NC(=O)C(CC(=O)O)S3)cc2)cc1 (stereo not given)
→ i | i | 0.9
COC(=O)C(Cc1c[nH]c2ccccc12)N1CCS(=O)(=O)CC1 (stereo not given)
→ i | i | -1.2
O=C(c1cc(COc2c(F)cccc2F)on1)N1CCSCC1
→ i | i | -1.8
CCc1nc(N2CCC3(CC2)OCCO3)c2nnn(Cc3ccccc3)c2n1
→ i | i | -2.8
CCOC(=O)C(CC)Sc1nnc2cc(C)c3ccccc3n12 (stereo not given)
→ i | i | 0.8
Cc1ccc(Cc2nnc(SCC(=O)Nc3ccccc3)[nH]c2=O)cc1
→ i | i | -0.7
Cc1ccc(/C=N/N2CCCCC2)o1
→ i | i | -1.6
Cn1c(NC(=O)c2cc(Cl)ccc2Cl)cc(=O)n(C)c1=O
→ i | i | -0.2
CCOC(=O)c1ccc(NC(=O)c2c(C)[nH]c(C(=O)OCC)c2C)cc1
→ i | i | -2.2
CCCS(=O)c1nc(C)cc(C)c1S(C)(=O)=O (stereo not given)
→ i | i | 1.1
Clc1ccc(Cc2noc(-c3cccs3)n2)cc1
→ i | i | -2.0
CC(=O)Nc1nonc1NC(=O)c1ccc(F)cc1
→ i | i | -3.4
COCCN1Cc2cccc(C(=O)Nc3ccc(S(=O)(=O)N4CCCCC4)cc3)c2C1=O
→ i | i | -0.8
CN(C)C(=O)C1C2NC(=S)N(c3ccccc3)C1(C)Oc1ccccc12 (stereo not given)
→ i | i | 0.0
O=C(CCCCCN1C(=O)C2C3C=CC(C3)C2C1=O)Nc1nccs1 (stereo not given)
→ i | i | -0.5
CCN1CCCC1Cn1cnc2c([nH]c3ccc(Cl)cc32)c1=O (stereo not given)
→ i | i | 0.0
CN(C)c1ccc(/C=C/c2nnnn2-c2ccccc2)cc1
→ i | i | -0.5

Compounds above that contain a COOH group:
Order of values: CHT inh | CHT allo act | STK33 inh
CC(=O)c1ccc(NC(=O)C2CCC(C)(C(=O)O)C2(C)C)cc1 (stereo not given)
→ i | i | -5.1
CC(=O)Nc1ccc(S(=O)(=O)Oc2ccc(/C=N/N=C3/NC(=O)C(CC(=O)O)S3)cc2)cc1 (stereo not given)
→ i | i | 0.9

Following part:
Order of values: CHT inh | CHT allo act | STK33 inh
O=C(NCc1ccncc1)C(=O)N/N=C/c1ccccn1
→ i | i | -0.7
O=C(COc1ccc(Br)cc1)Nc1ccccc1C(=O)N1CCOCC1
→ i | i | 0.1
CCC(Sc1nc(C)cc(C)n1)C(=O)O (stereo not given)
→ i | i | 0.0
O=C(O)C1CCCN(S(=O)(=O)Cc2ccccc2)C1 (stereo not given)
→ i | i | -1.2
C#CCN1C(=O)S/C(=C\c2ccc(-c3ccc(Cl)c(C(=O)O)c3)o2)C1=O
→ i | i | -11.3
OC(CN1C2=NCCCN2c2ccccc21)c1ccc(Cl)cc1 (stereo not given)
→ i | i | -2.1
O=C1COc2ccc(S(=O)(=O)N3CCC(C(=O)NCc4ccc(F)cc4)CC3)cc2N1
→ i | i | ·
CC(C)OC(=O)c1sc2nc3c(cc2c1N)C(=O)CCC3
→ i | i | -0.4
Cc1ccc(NC(=O)N2CCN(S(=O)(=O)c3ccccc3)CC2)cc1
→ i | i | -0.6
C/C(=N/NC(=O)c1ccoc1C)C12CC3CC(CC(C3)C1)C2
→ i | i | -1.0
CCN1CCN(c2cc(C)c3cc(NC(=S)N4CCCC(C)C4)ccc3n2)CC1 (stereo not given)
→ i | i | -1.0
CCOC(=O)C1=CN(Cc2ccc(OC)cc2)C=C(C(=O)OCC)C1c1cccs1
→ i | i | 1.2
O=C(CCc1ccc(S(=O)(=O)NCCc2ccccc2)cc1)NCc1ccc2c(c1)OCO2
→ i | i | -2.2
Cc1nc(C)c(-c2csc(NCCc3ccccc3)n2)s1
→ i | i | 1.0
Cc1cccc(C(C)C)c1NC(=O)c1c(-c2ccccc2)noc1C
→ i | i | -0.2
O=C1CC(N2CCN(Cc3ccc(Cl)cc3)CC2)C(=O)N1CCc1ccccc1 (stereo not given)
→ i | i | -0.7
O=C(CN1CCCCC1)NN(Cc1ccccc1)c1ccccc1
→ i | i | -0.5
Cc1nnc(SCC(=O)NC(=O)NC(C)C)s1
→ i | i | -0.6
CN(C)c1ccc(NS(=O)(=O)c2ccc(Cl)cc2)cc1
→ i | i | -1.0
COc1ccc(C2CC(c3c(-c4ccccc4)c4cc(Cl)ccc4[nH]c3=O)=NN2S(C)(=O)=O)cc1OC (stereo not given)
→ i | i | 0.1
CC(=O)Nc1ccc(NC(=O)COC(=O)c2cc([N+](=O)[O-])ccc2N2CCOCC2)cc1
→ i | i | -1.0
CC1CC(=O)c2cnc(N3CCOCC3)nc2C1 (stereo not given)
→ i | i | -0.2
O=C(Oc1ccc(N(Cc2cccs2)C2=NS(=O)(=O)c3ccccc32)cc1)c1ccco1
→ i | i | -4.1
CC12CCC(C(=O)N3CCCc4ccccc43)(CC1=O)C2(C)C (stereo not given)
→ i | i | 2.9
COc1cc([N+](=O)[O-])ccc1NC(=S)Nn1cnnc1
→ i | i | -1.0
Cc1ccccc1Nc1nnc(SCC(=O)c2c(N)n(C)c(=O)n(C)c2=O)s1
→ i | i | 0.5
O=C(Nc1ccccc1C(F)(F)F)N1CCCC(O)C1 (stereo not given)
→ i | i | -0.2
O=C(CCNC(=O)c1ccc([N+](=O)[O-])cc1)NCCc1ccccc1
→ i | i | -1.6
CCOCCCN(Cc1ccco1)S(=O)(=O)c1csc(C(N)=O)c1
→ i | i | -1.8
CCOC(=O)C1C(=O)NC(N2CCOCC2)=NC1c1ccco1 (stereo not given)
→ i | i | -1.4
O=C(C1=C(O)C(=O)N(CC2CCCO2)C1c1ccccc1F)c1ccco1 (stereo not given)
→ i | i | -1.1
CC(=O)/C(=N\Nc1ccccc1)Oc1ccc(Br)cc1
→ i | i | 0.6
COc1cccc2c1cc1c(=O)n(CC(=O)NCc3ccccn3)nc(C)n12
→ i | i | 0.7
COC(=O)c1cn(NC(=O)Cc2ccccc2Br)c(=O)c2ccccc12
→ i | i | -0.7
CCOC(=O)c1c(C)cc(C)[nH]c1=O
→ i | i | 0.7
CC1CN(c2nc3ccccn3c(=O)c2/C=C(\C#N)C(N)=O)CC(C)O1 (stereo not given)
→ i | i | -0.9
COc1ccc(S(=O)(=O)n2nc(-c3cc(OC)c(OC)c(OC)c3)cc2N)cc1OC
→ i | i | 0.1
CCCSCCCNC(=O)c1ccc(C)c(NC(=O)C2=C(C)OCCS2)c1
→ i | i | 1.2
CC1(C)CC(=O)C=C(NCCN2CCN(C(=O)Nc3ccccc3)CC2)C1
→ i | i | -0.5
COCCNC(=O)/C(C#N)=C/c1c(N2CCN(c3cccc(Cl)c3)CC2)nc2c(C)cccn2c1=O
→ i | i | 1.0
CCOC(=O)Cc1csc(NC(=O)c2sc3nc4c(C)cc(C)cc4cc3c2N)n1
→ i | i | -0.8
O=C(NCCNc1ccc([N+](=O)[O-])cc1)c1ccccc1Br
→ i | i | -0.9
Cc1ccc(NS(=O)(=O)c2cn(C)c(=O)n(C)c2=O)c(C)c1
→ i | i | -1.5
O=C(Nc1ccc2c(c1)OCCO2)C1CCN(S(=O)(=O)c2ccc3c(c2)OCCO3)CC1
→ i | i | -2.9
O=C(NCc1cccs1)c1nn2cccnc2c1Cl
→ i | i | -3.1
Cn1cc(S(=O)(=O)NCCc2ccccc2)c(=O)n(C)c1=O
→ i | i | -0.3
CC(NC(=O)c1cc2cc(F)ccc2[nH]1)c1ccccc1 (stereo not given)
→ i | i | 2.9
O=C(Cn1c(=O)c2sccc2n(Cc2ccc([N+](=O)[O-])cc2)c1=O)NCCc1ccccc1
→ i | i | 0.4
O=[N+]([O-])c1cc2c(cc1/C=N\NS(=O)(=O)c1ccccc1)OCO2
→ i | i | -0.6
Clc1ccc(Oc2cnns2)c(Cl)c1
→ i | i | -0.3
COC(=O)c1nn(-c2cccc(C(F)(F)F)c2)c(=O)cc1Sc1ccccn1
→ i | i | -1.5
O=C(CNC(=O)c1cnccn1)Nc1ccc(F)c(F)c1F
→ i | i | -0.2
Cc1cc(=S)n(-c2ccccc2)n1C
→ i | 6.97* | -0.4
CC(C)N1CCN(Cc2ccc(Oc3ncccn3)cc2)CC1CCO (stereo not given)
→ i | i | 1.2
CCC(=O)N1CCc2cc(S(=O)(=O)CCC(=O)N3CCN(c4ccc(C(C)=O)cc4)CC3)ccc21
→ i | i | -0.7
O=C(c1cnn2c(C(F)(F)F)cc(-c3ccco3)nc12)N1CCc2ccccc2C1
→ i | i | -0.7
Cc1nc2sc(C(c3ccccc3)N3CC(C)OC(C)C3)c(O)n2n1 (stereo not given)
→ i | i | -0.4
Cc1cc(C)n2nc(C(=O)N/N=C/c3cccc(Cl)c3)nc2n1
→ i | i | 4.9
C=CCn1c(N2C(=O)CC(Cc3ccccc3)C2=O)nc2ccccc21 (stereo not given)
→ i | i | -1.3
Cc1ccc(S(=O)(=O)N2CCN(C(=O)CCC(=O)NC3CCCc4ccccc43)CC2)cc1 (stereo not given)
→ i | i | -0.7

3 consecutive records out of the list so far, quoted:
Order of values: CHT inh | CHT allo act | STK33 inh
Cn1cc(S(=O)(=O)NCCc2ccccc2)c(=O)n(C)c1=O
→ i | i | -0.3
CC(NC(=O)c1cc2cc(F)ccc2[nH]1)c1ccccc1 (stereo not given)
→ i | i | 2.9
O=C(Cn1c(=O)c2sccc2n(Cc2ccc([N+](=O)[O-])cc2)c1=O)NCCc1ccccc1
→ i | i | 0.4

Next structures:
Order of values: CHT inh | CHT allo act | STK33 inh
CCOc1ccc(N2CC(C(=O)NCc3ccc4c(c3)OCO4)CC2=O)cc1 (stereo not given)
→ i | i | -5.1
CN(C)S(=O)(=O)c1ccc(NC(=O)N2CCN(c3ccccc3)CC2)cc1
→ i | i | 0.9
Cc1nnc(SCC(=O)Nc2cccc(S(N)(=O)=O)c2)n1-c1ccccc1
→ i | i | -4.4
CC(NC(=O)Nc1ccc2c(c1)OCO2)c1ccncc1 (stereo not given)
→ i | i | -0.6

Sorted by value in STK33 inh (highest first): three of the compounds above
Compound,CHT inh,STK33 inh
CN(C)S(=O)(=O)c1ccc(NC(=O)N2CCN(c3ccccc3)CC2)cc1,i,0.9
Cc1nnc(SCC(=O)Nc2cccc(S(N)(=O)=O)c2)n1-c1ccccc1,i,-4.4
CCOc1ccc(N2CC(C(=O)NCc3ccc4c(c3)OCO4)CC2=O)cc1 (stereo not given),i,-5.1
